Screens from PubChem.
MITF TRPM1 inh: inhibitors of MITF-driven TRPM1 promoter in melanoma cells. SK-MEL-5 TRPM1 promoter luciferase, 24 h. 330,000 tested, 0.83% active. inhibition, % at 12.5 µM;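 active means mean inhibition across replicates of 60% or more, whatever share of single replicates reaches that level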; further: values of inactives mirror those of a sister screen read the other way
HIF-2a block: blocks HIF-2a reporter activity. AID 624352. inhibition, % at 18.8 µM. 786-0 RCC cells HIF-2a reporter, luciferase luminescence, overnight. 360,000 tested, 0.72% active;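 active means inhibition of the luminescence signal of 40% or more relative to plate controls, in a single-dose primary screen at 18.75 µM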
CaV13 FRET inh: Disruptors of the CACNA1D IQ motif to Ca2+-dependent inactivation inhibitor domain association, primary screening, Förster resonance energy transfer in intact living …. HEK cells, CFP/YFP FRET ICDI-IQ, plate reader, 10 min; percent FRET-ratio fall versus neutral wells. inhibition, % at 12.3 µM. 340,000 tested, 0.098% active;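 active means mean replicate inhibition of at least 30% and at least 1% of replicates passing that level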;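 further: 0% = median of the neutral control wells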
NR2E3 ag-1: activates human NR2E3 receptor; Q9Y5X4; CHO-S Gal4-NCOR/VP16-NR2E3 two-hybrid, luciferase; inhibition of corepressor binding, % at 3.98 µM; 360,000 tested, 0.35% active; AID 602229;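 active means inhibition above the mean of all tested compounds plus 3 SD, cut at about 70% in these data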;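 further: 0% = DMSO with NR2E3 transfected cells and 100% = cells lacking NR2E3 construct; higher means lower luciferase signal from less NR2E3 corepressor binding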
Target sequence (Q9Y5X4 whole entry, looked up, the tested form may be a part): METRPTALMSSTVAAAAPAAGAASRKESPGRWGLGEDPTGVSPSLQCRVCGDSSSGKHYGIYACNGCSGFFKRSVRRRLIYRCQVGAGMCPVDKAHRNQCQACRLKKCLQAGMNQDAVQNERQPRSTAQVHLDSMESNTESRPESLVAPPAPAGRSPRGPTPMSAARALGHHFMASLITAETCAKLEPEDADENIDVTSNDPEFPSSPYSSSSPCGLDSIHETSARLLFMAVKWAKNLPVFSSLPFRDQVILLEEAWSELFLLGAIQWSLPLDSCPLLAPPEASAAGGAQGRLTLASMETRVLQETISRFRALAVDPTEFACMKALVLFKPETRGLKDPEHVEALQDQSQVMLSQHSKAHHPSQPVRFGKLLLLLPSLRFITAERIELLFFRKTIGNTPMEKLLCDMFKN
Peg3 promoter: reduces Peg3 promoter-driven luciferase expression in HeLa. HeLa PEG-Prom luciferase reporter, luminescence, overnight. inhibition, % at 20 µM. 360,000 tested, 1.7% active. AID 588405;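 active means inhibition of at least 50% at 20 µM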
hiPSC survival: hiPSC single-cell survival enhancement. AID 602274. ATPlite luminescence; 100% = ROCK inhibitor wells, 0% = DMSO. 360,000 tested, 0.044% active. survival enhancement, % at 20 µM; in the data active means survival enhancement above about 18%;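 further: cells exposed to compounds for 16 hours before the ATP read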
aDG glyco up: alpha-DG glycosylation activation; AID 624168; Pro5-aDG cells, alpha-DG glycosylation AlphaScreen (IIH6); 0% Pro5, 100% B10-LARGE cell signal; 360,000 tested, 0.22% active; activation, % at 10 µM;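 active means activation of at least 8% versus controls, or a plate z-score of at least 8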;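 further: Pro5 are CHO cells carrying HIG-tagged alpha-DG that lacks glycosylation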
Exocytosis inh: blocks lytic granule exocytosis; TALL-104 LAMP-1 surface exposure, flow cytometry; cells stimulated with thapsigargin and PMA; inhibition, % at 10 µM; 360,000 tested, 0.66% active; AID 651702;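 active means inhibition above about 55%, limit read from the data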
NR2E3 ag-2: activates human photoreceptor nuclear receptor NR2E3; 320,000 tested, 0.12% active; AID 2300; GST-NR2E3/biotin-RetCOR TR-FRET, 1536-well; inhibition of corepressor binding, % at 4.78 µM;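 active means percent inhibition above the cutoff of mean plus 3 SD of all tested compounds, set per screening campaign, cut at about 20% in these data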;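 further: 0% = DMSO wells and 100% = biotin wells as full block of FRET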
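Material: NR2E3–RetCOR corepressor complex | Quantity: 1.35 nM GST-tagged NR2E3 final | Schedule: 5 h at 4 °C | Replication: Singlicate compound wells | Reagent: RetCOR corepressor, biotinylated, 7 nM | Controls: Biotin wells as high control, 0.6% DMSO wells as low control | Signal: TR-FRET, Eu(K)-anti-GST donor, streptavidin-D2 acceptor, ex 340, em 617/671 nm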
Vif inh: HIV Vif inhibition. HEK293T cells, Vif self-association by quenched fluorescence, imaging, 24 h. inhibition, % at 7.49 µM. 340,000 tested, 0.35% active. AID 602346; in the data active means inhibition above about 50%, passing the limit was not always enough; further: some results filed as inactive read as strong as hits
PDI turbidity: inhibitors of human protein disulfide isomerase. P07237. PDI insulin aggregation turbidity, A650, 90 min. inhibition, % at 10 µM. 350,000 tested, 0.052% active. AID 588391;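 active means mean inhibition across replicates of 30% or more, whatever share of single replicates reach that level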;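 further: absorbance from insulin aggregation driven by PDI reduction with DTT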
Target sequence (P07237 whole entry, looked up): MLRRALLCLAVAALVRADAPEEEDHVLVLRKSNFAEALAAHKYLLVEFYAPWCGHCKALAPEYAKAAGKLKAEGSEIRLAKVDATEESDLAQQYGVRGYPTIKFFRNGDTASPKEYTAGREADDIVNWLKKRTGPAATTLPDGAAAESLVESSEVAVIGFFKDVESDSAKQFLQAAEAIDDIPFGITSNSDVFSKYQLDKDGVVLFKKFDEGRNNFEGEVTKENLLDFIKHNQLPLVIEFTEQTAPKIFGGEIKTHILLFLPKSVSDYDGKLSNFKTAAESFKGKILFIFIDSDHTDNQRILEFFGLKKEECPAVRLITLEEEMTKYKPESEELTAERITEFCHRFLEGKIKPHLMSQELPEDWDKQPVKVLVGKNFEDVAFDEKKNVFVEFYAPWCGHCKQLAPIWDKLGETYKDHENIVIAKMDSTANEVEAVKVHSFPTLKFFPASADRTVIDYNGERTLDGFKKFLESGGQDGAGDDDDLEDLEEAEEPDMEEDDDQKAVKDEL
The depositor's hits bear a star; . = not tested or not shown.

SMILES | MITF TRPM1 inh | HIF-2a block | CaV13 FRET inh | NR2E3 ag-1 | Peg3 promoter | hiPSC survival | aDG glyco up | Exocytosis inh | NR2E3 ag-2 | Vif inh | PDI turbidity
COc1ccccc1NC(=O)c1ccc(C(=O)c2ccccc2)o1 | -13 | -97 | -1 | -8 | -41 | -0.1 | 0.8 | 86* | -3 | -3 | -5
CCCCNC(=S)Nc1cccc(S(=O)(=O)NC2=NCCC2)c1 | 8 | 2 | -2 | 3 | 14 | -0.3 | -0.1 | -12 | 5 | 23 | -4
CCOC(=O)C1CCN(C(=O)CC2(CC(=O)O)CCCC2)CC1 | -4 | 11 | -4 | -18 | 10 | -0.6 | 0.0 | -8 | -2 | 23 | 16
CC(=O)C(Sc1ccc2nnc(-c3ccncc3)n2n1)C(C)=O | -5 | 16 | -7 | -17 | 10 | 1.1 | -0.1 | 0 | 2 | . | 3
O=C(NC1CCN(S(=O)(=O)c2cccc([N+](=O)[O-])c2)CC1)C1CCCCC1 | -2 | 6 | -2 | -7 | -3 | -0.3 | 0.0 | -10 | 5 | 12 | -19
COc1ccc(CCNC(=O)CSc2nc(C)nc3c2oc2ccccc23)cc1OC | 6 | 20 | . | -20 | 3 | -3.2 | 0.0 | 0 | 1 | 11 | 2
O=C(NN=Cc1ccccc1O)C(O)c1ccccc1 (configuration not stated) | 11 | -1 | -10 | 2 | -28 | -0.7 | 0.4 | 4 | . | 8 | 5
CC(=O)Nc1ccc(NC(=O)c2c(C)nn(-c3ccccc3)c2Cl)cc1C | -1 | 0 | 3 | -3 | -7 | 0.2 | -0.5 | -6 | 2 | -2 | -2
COc1cc(NC(=O)c2ccc(-c3cccnc3)c3ccoc23)cc(OC)c1OC | . | -105 | -4 | -29 | 20 | 2.7 | -0.5 | -12 | . | -3 | -13
C=CCN(c1ccccc1)S(=O)(=O)c1cccc(C(=O)Nc2nnc(SCC)s2)c1 | -5 | 11 | -19 | 2 | 16 | 4.8 | 0.6 | 1 | 3 | -8 | -3
O=C(O)Cc1ccc(NC(=O)Nc2cccc(Cl)c2)cc1 | -12 | 6 | -5 | -21 | 1 | 0.9 | -0.1 | 0 | 4 | -6 | -1
COC(=O)[C@@H]1C[C@@]2(O)[C@@H](O)[C@@H](O)[C@@H](O)C[C@H]2N1Cc1ccc(Cl)cc1 | 8 | 4 | -11 | -5 | 8 | 1.7 | 0.0 | -2 | 3 | 2 | -1
O=C(O)c1cc(-c2ccc3c(c2)OCO3)nc2ccc(Cl)cc12 | 1 | -62 | . | -44 | -59 | -0.2 | -0.3 | 3 | 5 | -2 | -3
CCCNC(=O)CSCc1nc(-c2ccc(SC)cc2)oc1C | -14 | -96 | -17 | 82* | -38 | 2.2 | 0.0 | -4 | 1 | -3 | 17
COc1ccc(-c2nn(CCC#N)cc2C(=O)Nc2cccc(C(=O)O)c2)cc1[N+](=O)[O-] | 14 | 10 | -3 | -26 | -99 | -0.5 | 0.0 | -3 | -1 | 7 | -1
COc1cccc(-n2nnc3c(=O)n(Cc4c(F)cccc4Cl)cnc32)c1 | -25 | -43 | . | -8 | -75 | 0.6 | 0.0 | 0 | 0 | 1 | 10
O=C(Nc1ccc(NC(=O)C23CC4CC(CC(C4)C2)C3)cc1)c1cc(F)c(F)cc1Cl | 0 | 8 | -12 | -13 | 5 | 4.3 | 0.0 | -8 | 4 | 2 | -14
CC(=O)Nc1cccc(NC(=O)COC(=O)C2CC3CCCC(C2)C3=O)c1 (configuration not stated) | 5 | 13 | -6 | -2 | 7 | 0.5 | 0.3 | -2 | 3 | . | -5
COC(=O)C1=C(C)NC(=O)C1(NC(=O)c1cccnc1)C(F)(F)F (configuration not stated) | 2 | 16 | . | -11 | 5 | -0.8 | -0.4 | 1 | 0 | 17 | -7
O=C(O)CC12CC3CC(C1)CC(n1ncc(NCc4ccc(F)cc4)c(Cl)c1=O)(C3)C2 | -1 | 15 | 2 | 16 | 7 | 3.1 | 0.0 | 0 | 2 | -5 | 2
COc1cc(OC)c(-c2nnc(-c3ccc(OC)c(OC)c3OC)o2)cc1OC | 3 | -2 | -8 | 4 | 10 | 1.0 | -0.3 | -5 | 2 | -5 | -5
CC1CCCC(NC(=O)COC(=O)c2ccc(N(C)C)cc2)C1C (configuration not stated) | 2 | 3 | -3 | -15 | -1 | -1.3 | -0.1 | 25 | 1 | -19 | -1
CCc1cccc2c(C(=O)COC(=O)c3ccc([N+](=O)[O-])s3)c[nH]c12 | 15 | -6 | 7 | 7 | 6 | 1.2 | 0.1 | -2 | -4 | 0 | -11
O=C(NC(Cc1c[nH]c2ccccc12)c1nnc2n1CCCCC2)c1cccs1 (configuration not stated) | 0 | 0 | -5 | 6 | 0 | -1.8 | 0.0 | 5 | 3 | -2 | 15
O=C(Nc1ccc(-c2csc(Nc3ccc(Cl)cc3)n2)cc1)c1cc([N+](=O)[O-])cc(C(F)(F)F)c1 | 25 | 16 | -10 | 8 | 47 | -2.3 | 0.2 | 33 | 7 | -1 | -7
CCc1ccc(N(CC(=O)Nc2nc3ccc(C)cc3s2)S(=O)(=O)c2c(C)noc2C)cc1 | -13 | 3 | 29 | -43 | 45 | -0.5 | 0.0 | 9 | 1 | 0 | 5
O=C(NCCC(=O)N1CCN(Cc2c(F)cccc2Cl)CC1)c1ccc(Cl)cc1 | -7 | 1 | -6 | 1 | 15 | -0.3 | 0.1 | -10 | 2 | -1 | -3
O=C1CCC(C(=O)OC(C(=O)Nc2ccc([N+](=O)[O-])cc2Br)c2ccccc2)=NN1 (configuration not stated) | -7 | -31 | -6 | 3 | 4 | -0.3 | 0.2 | 0 | 0 | 1 | 0
Cc1cc2c(cc1S(=O)(=O)N(C)c1ccccc1)NC(=O)CO2 | 6 | 18 | -4 | -15 | 12 | 3.1 | -0.2 | 0 | 1 | -2 | -2
O=C(CN1C(=O)NC2(CCc3ccccc32)C1=O)c1ccc2c(c1)OCCO2 (configuration not stated) | 8 | -78 | -5 | -15 | -52 | 0.0 | -0.3 | -1 | -1 | -2 | -11
Cc1nn(-c2ccccc2)c(C)c1/C=C/C(=O)OCC(=O)Nc1ccc(C(N)=O)cc1 | -6 | -9 | -5 | 11 | -7 | 0.8 | -0.2 | -2 | -5 | -1 | 3
Cc1cccc(N(C)S(=O)(=O)c2c[nH]c3ccc([N+](=O)[O-])cc23)c1 | -6 | 17 | -2 | -15 | 34 | -0.2 | -0.2 | 84* | 0 | -2 | 0
CCOC(=O)C1CCN(C(=O)COc2ccc(Cl)cc2)CC1 | 1 | 10 | -4 | 10 | -6 | 1.7 | 0.0 | 1 | -4 | . | 1
O=C(Nc1ccccc1Cl)NC1(C(=O)NCc2cccnc2)CCCCC1 | 8 | 15 | -7 | 9 | -10 | -0.5 | -0.1 | -17 | 5 | -4 | 1
COc1ccc(C2NC(=O)NC(C)=C2C(=O)OCc2ccc3c(c2)OCO3)cc1OC (configuration not stated) | 30 | 15 | -4 | -13 | 26 | 0.9 | -0.1 | -1 | -1 | 6 | 2
CC(=O)Nc1ccc(S(=O)(=O)N2CCN(C(=O)c3cccnc3)CC2)cc1 | -1 | 15 | -6 | -6 | 7 | 1.3 | 0.0 | -1 | 0 | -7 | 9
COc1cccc(NC(=O)N2CCC(NC(=O)c3ccco3)CC2)c1 | -2 | 9 | -3 | -6 | -12 | -0.3 | 0.1 | -9 | 0 | 7 | -7
Cc1ccc(N=Nc2cc(C)ccc2O)c(C)c1 | -49 | -119 | -3 | -55 | -258 | -0.3 | -0.1 | -16 | . | -14 | -16
CC(C)N(C(=O)[C@H]1CC(CC(=O)NCC23CC4CC(CC(C4)C2)C3)C(=O)N2CCc3c([nH]c4ccccc34)[C@]12C)C(C)C (some centres not stated) | 15 | -31 | -5 | -30 | 24 | 0.6 | 0.1 | 12 | . | -7 | -10
O=C(NCCc1ccccc1)C1CCCN(S(=O)(=O)c2cnc[nH]2)C1 (configuration not stated) | -6 | 11 | 5 | 10 | 7 | -3.7 | 0.3 | 0 | 0 | 4 | 6
Cc1ccc(NC(=O)N(Cc2nc3ccccc3c(=O)[nH]2)Cc2cccs2)cc1 | -4 | 21 | -3 | -23 | 13 | -0.6 | -0.1 | 8 | 0 | -7 | -2
COC(=O)C(Oc1ccc2c(-c3ccc(OC)cc3)cc(=O)oc2c1)c1ccccc1 (configuration not stated) | 11 | 24 | -3 | -26 | 20 | -4.1 | 0.3 | 2 | 4 | -20 | -2
CCCCNC(=O)CCNS(=O)(=O)c1ccc(Br)cc1 | -6 | -12 | -7 | -9 | 7 | -1.7 | 0.0 | -2 | 2 | 2 | 15
COc1ccc(Cl)cc1NS(=O)(=O)c1cccc(C(=O)N2CC(C)OC(C)C2)c1 (configuration not stated) | 8 | 2 | -2 | -13 | 7 | -0.1 | 0.1 | 3 | 0 | -3 | 2
CCOC(=O)CSc1nc2ccc(S(=O)(=O)N3CCOCC3)cc2[nH]1 | 4 | 7 | -4 | -32 | 8 | 2.7 | -0.3 | 1 | 4 | 8 | 8
CC(C)(C)OC(=O)N[C@@H](Cc1ccccc1)C(=O)N[C@@H](CO)[C@H](O)[C@@H]1C[C@@H]1C(=O)NC1CCCCC1 | 1 | 7 | -5 | -18 | -6 | -0.1 | 0.3 | 0 | . | 0 | 13
CCn1c(=O)n(CC)c2cc(N3CCCC3)c(NC(=O)c3cccc(OC)c3)cc21 | 8 | 20 | -6 | -22 | 23 | 1.1 | 0.0 | 0 | -3 | -6 | -7
O=C(NCCCn1ccnc1)c1ccc2nccnc2c1 | 4 | 14 | -5 | 19 | 18 | -0.4 | -0.1 | 9 | 1 | -5 | -2
CC(C)(C)NC(=O)C(Cc1ccccc1)NS(=O)(=O)c1cccc2nsnc12 (configuration not stated) | 0 | 12 | -4 | 19 | 4 | -0.9 | -0.2 | -1 | 4 | 1 | -2
CCn1cc(SCC(N)=O)c2ccccc21 | . | -2 | -4 | 30 | -3 | 1.7 | -0.2 | 8 | 0 | 2 | .
CCOc1cc(CNC(C)(C)C)ccc1OCC(=O)Nc1cccc(C(F)(F)F)c1 | -5 | 6 | -2 | -21 | -6 | 0.2 | 0.3 | 19 | -1 | -8 | 0

Three entries drawn at random from those above, as already listed:
SMILES | MITF TRPM1 inh | HIF-2a block | CaV13 FRET inh | NR2E3 ag-1 | Peg3 promoter | hiPSC survival | aDG glyco up | Exocytosis inh | NR2E3 ag-2 | Vif inh | PDI turbidity
COc1ccc(Cl)cc1NS(=O)(=O)c1cccc(C(=O)N2CC(C)OC(C)C2)c1 (configuration not stated) | 8 | 2 | -2 | -13 | 7 | -0.1 | 0.1 | 3 | 0 | -3 | 2
CC(C)(C)OC(=O)N[C@@H](Cc1ccccc1)C(=O)N[C@@H](CO)[C@H](O)[C@@H]1C[C@@H]1C(=O)NC1CCCCC1 | 1 | 7 | -5 | -18 | -6 | -0.1 | 0.3 | 0 | . | 0 | 13
CC(C)(C)NC(=O)C(Cc1ccccc1)NS(=O)(=O)c1cccc2nsnc12 (configuration not stated) | 0 | 12 | -4 | 19 | 4 | -0.9 | -0.2 | -1 | 4 | 1 | -2
